# p53null 32C tox = kills p53 null cells at the permissive temperature. H1299-neo p53 null cells, ATP luminescence, 24 h, 32C. Potency, µM (highest dose often 46.1 µM), for the others: top-dose activity change, negative = cytotoxicity, hits mostly cytotoxic. hit rate 0.62% among 55,000. AID 903;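 also: potency is read from the fitted curve at half-maximal effect; 0% = DMSO only and -100% = full killing by 100 µM tamoxifen; nearly all actives have a fitted effect of over 55% in size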
#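 Cells lacking p53 (H1299-neo) are plated at 600 per well and allowed to settle overnight at 37C. Test compounds (up to 46 uM) are added and held 24 hours at 32C, then ATP is quantified by luminescence.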
# GALK inh = inhibits human galactokinase. Potency, µM (highest dose often 57.5 µM), for the others: at the highest dose activity, negative = inhibition, actives largely listed as inhibitors. AID 1347072. 44,000 tested, under 10 active. recombinant GALK, Kinase-Glo ATP luminescence, 1 h. P51570;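 also: plate controls were full GALK reaction for no effect and reaction lacking GALK for full effect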
#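 Luminescent ATP-depletion readout (Kinase-Glo Plus, 10 min) after 1 h RT reaction of 5 nM GALK, 35 uM ATP, 100 uM galactose, pH 8.0 HEPES buffer. Decreased kinase activity scored as inhibition.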
# FH mod = Identification of activators of human fumarate hydratase by quantitative high-throughput screening; Fumarate hydratase, mitochondrial (Homo sapiens), P07954; FH coupled MDH/diaphorase resazurin fluorescence, 15 min; Potency, µM (titrated, usually from 79.9 µM), without a hit: top-dose activity change, negative = inhibition, actives largely listed as inhibitors; hit rate 0.22% among 54,000; AID 1347055, 2019; also: potency is read from the fitted curve at half-maximal effect; % is scaled to controls: 0 for no effect and ±100 for the full control effect; the screen sought activators but most active calls are inhibition curves; nearly all actives have a fitted effect of over 45% in size
# p53null 39C kill = selectivity test: cytotoxicity in p53 null cells, nonpermissive temperature; H1299 p53-null (neo) cells, 39C, ATPlite viability, 24 h; Potency, µM (top dose mostly 46.1 µM), for inactives: at the top dose activity, negative = cell killing, actives largely listed as cytotoxic; hit rate 0.97% among 55,000; AID 904;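 also: potency is read from the fitted curve at half-maximal effect; 0% = DMSO only and -100% = full killing by 100 µM tamoxifen; nearly all actives have a fitted effect of over 50% in size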
#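 Following overnight plating at 37C (600 cells/well), H1299-neo or H1299-p53A138V cells are dosed up to 46 uM. Incubation lasts 24 hr at 39C before ATP detection.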
# TSG101-PTAP inh = blocks PTAP binding to human TSG101, validation; Q99816; Fluorescence polarization, FITC-PTAP peptide/Tsg101, 20 min; Potency, µM (top dose mostly 115 µM), for the others: top-dose activity change, negative = inhibition, usual class: inhibitors; 44,000 tested, under 10 active; also: potency is read from the fitted curve at half-maximal effect; 0% is about no effect
# Target sequence (Q99816 whole entry, looked up): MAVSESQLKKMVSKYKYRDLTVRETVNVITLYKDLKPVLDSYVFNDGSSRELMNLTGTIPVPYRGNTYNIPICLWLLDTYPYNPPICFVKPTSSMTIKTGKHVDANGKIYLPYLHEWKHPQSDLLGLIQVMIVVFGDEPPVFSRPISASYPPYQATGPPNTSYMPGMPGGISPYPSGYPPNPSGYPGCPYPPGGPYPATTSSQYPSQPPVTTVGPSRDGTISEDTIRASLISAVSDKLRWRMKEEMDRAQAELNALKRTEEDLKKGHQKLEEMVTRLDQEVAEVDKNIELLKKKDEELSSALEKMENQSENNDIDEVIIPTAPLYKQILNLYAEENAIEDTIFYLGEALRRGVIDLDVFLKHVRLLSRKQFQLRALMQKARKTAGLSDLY
#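 Fluorescence polarization binding of Tsg101 binding domain (10 uM final) to FITC-labeled PTAP-motif peptide (50 nM final) in HEPES pH 7.5/NaCl/Tween 20/EDTA/TCEP buffer; 20 min at r.t. Actives by curve class, <25 µM, efficacy <60% inhibition.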
# NTMT1 inhibitor = blocks human N-terminal methyltransferase 1 activity; hit rate 2.5% among 59,000; Q9BV86; NTMT1 MTase-Glo SAH luminescence, purified enzyme; Potency, µM (doses to about 114 µM), without a hit: top-dose activity change, negative = inhibition, usual class: inhibitors;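 also: potency is read from the fitted curve at half-maximal effect; plate controls were DMSO vehicle for no effect and no enzyme for full effect; nearly all actives have a fitted effect of over 65% in size; many of its hits are not listed in these tables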
# Target sequence (Q9BV86 whole entry, looked up): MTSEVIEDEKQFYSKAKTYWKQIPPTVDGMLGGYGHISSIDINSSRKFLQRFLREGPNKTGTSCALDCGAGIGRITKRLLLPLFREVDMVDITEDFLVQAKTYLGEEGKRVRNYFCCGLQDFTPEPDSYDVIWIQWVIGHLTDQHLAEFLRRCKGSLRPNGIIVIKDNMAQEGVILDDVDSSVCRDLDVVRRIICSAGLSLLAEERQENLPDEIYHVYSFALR
# B2AR arrestin ag = agonists recruiting beta-arrestin to human beta2-adrenergic receptor; HTLA Tango cells, beta-arrestin recruitment, luciferase luminescence, 18 h; Potency, µM (highest dose often 46.1 µM), for the others: top-dose activation, actives largely listed as activators; 44,000 tested, under 10 active; AID 1347077;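 also: potency is read from the fitted curve at half-maximal effect; 0% = DMSO and full agonism = EC100 isoproterenol or metaproterenol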
# Target sequence (P07550 whole entry, looked up): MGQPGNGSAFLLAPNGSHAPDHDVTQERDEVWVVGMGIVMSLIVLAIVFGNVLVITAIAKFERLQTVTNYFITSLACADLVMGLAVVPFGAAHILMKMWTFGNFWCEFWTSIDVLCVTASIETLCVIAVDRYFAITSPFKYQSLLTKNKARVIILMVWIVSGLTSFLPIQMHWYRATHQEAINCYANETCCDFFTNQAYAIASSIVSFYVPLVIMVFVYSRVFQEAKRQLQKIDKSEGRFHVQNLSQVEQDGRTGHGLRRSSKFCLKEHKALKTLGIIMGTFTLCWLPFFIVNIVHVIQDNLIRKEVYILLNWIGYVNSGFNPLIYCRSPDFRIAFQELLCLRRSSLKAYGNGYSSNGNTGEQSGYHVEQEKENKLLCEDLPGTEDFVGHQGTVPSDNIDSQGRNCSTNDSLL
#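 Ligand-induced beta-arrestin recruitment to recombinant beta2-AR is measured via a tTA-driven luciferase reporter in Tango cells after 18 hr compound exposure at 37 degrees C. Concentrations span up to 46 microM.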
# Active calls of the source: *; ? = inconclusive; · = no result given; [ ] = dose if it differs, or a comment. Calls follow the shape of the dose curve; as a rule, active = well fitted curve in the direction sought with a large enough effect; inconclusive = small, poorly fitted or top-dose-only effect, or another doubt; inactive = no such curve, though single readings can be large; an effect the other way counts as inactive or inconclusive. An excerpt; count on the stated rates, not on these rows.
SMILES,p53null 32C tox,GALK inh,FH mod,p53null 39C kill,TSG101-PTAP inh,NTMT1 inhibitor,B2AR arrestin ag
Cc1c(Cl)ccc2sc(N3CCN(C(=O)CS(=O)(=O)c4ccccc4)CC3)nc12,8.2%,3.6%,?,13.4%,-4.3%,3.3%,-3.4%
COC(=O)c1ccc2c(=O)n(CCCCCC(=O)N3CCN(c4ccc(OC)cc4)CC3)c(=O)[nH]c2c1,-16.4%,-1.6%,-4.1%,5.1%,0.3%,-0.1%,-1.7%
O=C(CCn1cccn1)Nc1ccc(Br)cc1F,-8.3%,-1.4%,6.1%,-1.6%,0.9%,-12.1%,2.3%
CCOc1ccccc1NC(=O)COc1ccc(S(=O)(=O)NC2CCCCC2)cc1,20.3%,0.0%,-13.9%,-11.4%,-0.3%,16.3%,-0.1%
CCOC(=O)c1cnc2c(ccc3ccccc32)c1Nc1ccc(N(C)C)cc1,11.4%,3.3%,-28.0%,-9.9%,-3.7%,-15.0%,0.0%
CCOc1ccccc1NC(=O)C1CCCN(S(=O)(=O)c2cccs2)C1 (stereo unspecified),1.7%,2.6%,-8.4%,-7.1%,-2.8%,-2.8%,1.0%
COc1nc(-c2ccc(C)cc2)ccc1-c1noc(-c2ccc(C(C)(C)C)cc2)n1,-5.9%,-0.8%,-15.4%,-13.6%,-1.0%,-4.1%,0.5%
CCOC(=O)c1ccc(CN(Cc2ccc(Cl)cc2Cl)S(=O)(=O)c2cccc(Cl)c2)cc1,-17.7%,-5.2%,-6.4%,10.7%,-6.5%,3.7%,-1.6%
CCn1c2ccccc2c2cc(CN3CCN(Cc4cc(OC)c(O)c(OC)c4)CC3)ccc21,17.8%,0.0%,?,-13.0%,-1.0%,?,-0.3%
Cc1ccc(-n2nc3c(=O)n(C(C)C(=O)O)nc(C)c3c2C)cc1 (stereo unspecified),3.0%,-0.2%,-12.2%,-13.4%,-10.8%,3.3%,-2.8%
COCCCNC(=O)CN1C(=O)c2c(c3ccccc3n2C)C1c1ccc(OC)cc1 (stereo unspecified),7.0%,-2.5%,5.9%,-6.6%,-7.5%,7.4%,0.4%
CC(=O)Nc1nonc1-c1nnc(SCc2ccccc2F)n1C,-5.1%,5.6%,-12.9%,?,-1.7%,1.1%,-3.5%
Cc1[nH]c2ccc(Br)cc2c1CCNC(=O)c1cc2ccccc2oc1=O,30.5%[activator],-14.4%,?,-18.9%,-13.6%,1.8%,-0.1%
CCOC(=O)c1sc(NC(=O)c2cc(CC)on2)c(C(=O)OCC)c1C,-4.8%,6.0%,·,30.5%[activator],0.9%,·,1.1%
Cc1ccc2[nH]c3c(=O)n(CC(=O)N4CCN(c5cccc(C(F)(F)F)c5)CC4)ncc3c2c1,-5.8%,1.5%,-2.1%,-29.9%,-1.2%,8.9%,2.2%
COc1ccc(-c2cc(C(F)(F)F)nc(SCCC(=O)Nc3cccc(OC)c3)n2)cc1,14.0%,4.7%,-12.3%,-11.6%,-0.2%,7.8%,0.6%
Cc1ccc(CCNC(=O)c2ccc3c(c2)nc2n3CCOC2)cc1,-4.9%,-0.7%,?,-10.0%,-2.4%,9.4%,1.9%
CN1C(=O)Cc2cc(S(=O)(=O)CCC(=O)Nc3ccc(Cl)c(C(F)(F)F)c3)ccc21,1.7%,-1.6%,-7.7%,52.6%[activator],0.7%,11.6%,-1.4%
CCOc1cc(-c2nc(-c3ccc(Br)cc3)no2)cc(OCC)c1OCC,0.5%,0.1%,3.9%,9.6%,-1.4%,?,0.3%
Cc1ccc(-n2c(-c3ccco3)nc3c(cnn3-c3ccccc3C)c2=O)cc1,10.3%,0.0%,-6.2%,6.8%,0.2%,?,0.2%
CC(C)CCNC(=O)C1CCN(S(=O)(=O)c2cccc3nsnc23)CC1,2.8%,8.0%,3.0%,13.1%,1.2%,-1.9%,0.7%
Cc1ccccc1-c1nc(SCC(=O)NCc2ccc(F)cc2)c2c(=O)n(C)c(=O)n(C)c2n1,0.6%,0.8%,0.9%,18.1%,-7.9%,5.6%,0.8%
Cc1[nH]c2c(C)cccc2c1CCNC(=O)c1cc2ccccc2oc1=O,10.6%,7.3%,-3.8%,-4.7%,0.2%,1.1%,0.9%
CCCCn1c(SCC(=O)Nc2cccc(OC)c2)nc2ccsc2c1=O,-3.3%,4.2%,-24.4%,0.1%,-0.3%,3.0%,-0.4%
O=C(Nc1ccc(Br)cc1F)N1CC=C(c2c[nH]c3ccccc23)CC1,14.8%,-1.4%,-16.9%,24.8%,19.9%,?,-1.2%

# Following part:
SMILES,p53null 32C tox,GALK inh,FH mod,p53null 39C kill,TSG101-PTAP inh,NTMT1 inhibitor,B2AR arrestin ag
CC1=C(c2ccc(C)c(C)c2)S(=O)(=O)N=C1N1CCC(C(=O)N2CCC(C)CC2)CC1,11.2%,0.1%,-15.6%,6.6%,0.9%,7.9%,0.1%
COc1ccc(NC(=O)CSC2=Nc3ccccc3C3=NC(CCC(=O)NC4CCCCC4)C(=O)N23)cc1Cl (stereo unspecified),1.0%,-9.6%,-34.5%,?,-4.0%,-4.0%,0.9%
Brc1cccc(-c2nnn3c2nc(N2CCCCC2)c2ccccc23)c1,-5.9%,5.8%,-17.3%,-4.7%,-1.3%,0.4%,-0.3%
Cc1ccc(NC(=O)Cn2nc(C)c3nn(-c4ccc(Cl)cc4)c(C)c3c2=O)cc1F,12.1%,?,-14.9%,-0.1%,-4.3%,8.4%,0.1%
COc1ccccc1CNc1ncnc2onc(-c3ccc(F)cc3)c12,1.2%,-1.5%,4.7%,5.8%,-0.9%,-8.2%,0.0%
CCOc1ccc(/C=C(\C#N)C(=O)Nc2sc3c(c2C(=O)OC)CCC3)cc1OC,-8.3%,2.1%,-9.0%,5.6%,8.0%,10.0%,-0.6%
O=S(=O)(c1ccc(Cl)cc1Cl)n1ccnc1,8.0%[9.22 µM],6.6%,-3.5%,-20.9%,-17.6%,17.2%,-1.9%
CCOc1ccccc1NC(=O)c1ccc2c(Cl)c3c(nc2c1)CCCC3,9.9%,-0.3%,-5.2%,?,-0.3%,2.2%,0.5%
CCN(CCCNC(=O)c1cc2c(Cl)nc3ccccc3c2s1)Cc1ccccc1,-1.8%,7.9%,?,-15.5%,-10.8%,?,0.3%
CC(C)(C)C1CCc2nc(NC(=O)c3cccc(Cl)c3)sc2C1 (stereo unspecified),-19.2%,2.3%,?,-21.3%,26.0%,-26.3%,-1.8%
Cc1ccc(CSc2nc(=O)c3c(n2C)NC(=O)CC3c2ccc(OC(C)C)cc2)cc1 (stereo unspecified),15.7%,-9.7%,-3.9%,20.8%,-5.7%,-11.1%,-3.6%
CC1=C(c2ccc(C(C)C)cc2)S(=O)(=O)N=C1N1CCC(C(=O)NCc2ccccc2)CC1,-16.0%,-0.2%,5.8%,-26.2%,0.7%,-0.2%,-0.3%
Cc1ccc(C(=O)COC(=O)C(Cc2c[nH]c3ccccc23)NC(=O)c2ccc(C(C)(C)C)cc2)cc1 (stereo unspecified),5.0%,1.1%,-16.9%,28.9%,0.6%,-5.6%,-2.1%
O=C(Nc1ccc2oc(-c3cccc(Cl)c3Cl)nc2c1)c1cccc(Br)c1,?,-0.3%,4.3%,?,2.5%,?,0.6%
Cc1ccccc1C(=O)N(Cc1ccc(N(C)C)cc1)CC1CCCO1 (stereo unspecified),-1.9%,0.0%,-4.6%,-7.5%,-1.7%,?,-1.1%
COc1ccc(OC)c(-c2nc(C(N)=O)c3c(n2)n(-c2ccc4c(c2)OCO4)c(=O)n3C)c1,-29.8%,-0.2%,3.4%,-6.5%,-0.9%,?,0.6%
COc1cc(OC)c(NC(c2nnc(-c3ccccc3)o2)c2ccc(F)cc2Cl)cc1Cl (stereo unspecified),0.6%,-9.8%,-5.6%,-4.5%,0.8%,-1.4%,1.1%
CN(C(=O)CSc1nc2ccccc2n1Cc1cccc(C(F)(F)F)c1)c1ccccc1,43.7%[activator],-0.8%,-8.2%,60.3%[activator],-7.0%,6.4%,0.6%
COc1ccc(Nc2ncnc3c2cnn3-c2cc(Cl)ccc2C)cc1OC,2.3%,4.7%,-14.6%,21.3%,-3.9%,?,3.8%
CCc1cccc(NC(=O)Cn2c(=O)n(CCC(=O)NCc3ccccc3Cl)c(=O)c3sccc32)c1,-14.6%,1.3%,14.4%,?,-2.6%,-8.0%,-2.2%
Cc1cccc(-n2ncc3c(Nc4ccc(C)c(Cl)c4)ncnc32)c1,-8.6%,3.1%,?,-29.7%,-10.6%,?,-3.2%
COc1cc(OC)c(NS(=O)(=O)c2c(C(=O)N3CCCCCC3)c(C)n(C)c2C)cc1Cl,-1.5%,0.0%,6.9%,-10.4%,-2.4%,3.9%,0.2%
COc1ccc(OC)c(CCNC(=O)CCCn2c(=O)c3cccn3c3ccccc32)c1,10.1%,2.9%,-2.3%,-10.9%,-3.0%,-1.7%,-0.1%
CC(C)c1ccc(NC(=O)c2cc3c(=O)oc4ccccc4c3s2)cc1,5.1%,0.4%,-1.4%,-23.9%,0.8%,-3.1%,0.3%
COc1ccccc1NC(=O)Cn1c(=O)n(Cc2ccccc2)c(=O)c2ccccc21,9.2%,0.0%,-9.6%,-5.2%,-1.9%,-2.3%,0.3%
Cc1cccc(-c2nc3scc(CCNS(=O)(=O)c4ccc(Oc5ccccc5)cc4)n3n2)c1,-2.8%,1.2%,7.3%,17.6%,2.2%,-0.7%,-1.1%
Cc1cccc(-c2nc(CSCC(=O)NCCc3ccc(Cl)cc3)c(C)o2)c1,-2.4%,-17.3%,?,?,-2.7%,-1.8%,0.5%
CCc1ccc(NC(=O)C2CCCN(S(=O)(=O)c3ccc(F)cc3)C2)cc1 (stereo unspecified),7.9%,?,1.7%,-9.1%,0.8%,-6.1%,-0.7%
Cc1ccc(-n2nc(C)c3c(C(F)(F)F)cc(-c4cccnc4)nc32)cc1C,-0.3%,0.6%,-1.3%,?,-6.6%,-8.3%,0.0%
COc1ccc(OC)c(NC(=O)Cn2c(=O)n(Cc3ccccc3)c(=O)c3ccccc32)c1,5.5%,5.3%,?,3.3%,0.5%,5.7%,1.0%

# In a second layout: four of the compounds above.
# Every second line gives: p53null 32C tox, GALK inh, FH mod, p53null 39C kill, TSG101-PTAP inh, NTMT1 inhibitor, B2AR arrestin ag
COc1cc(OC)c(NC(c2nnc(-c3ccccc3)o2)c2ccc(F)cc2Cl)cc1Cl (stereo unspecified)
    0.6%, -9.8%, -5.6%, -4.5%, 0.8%, -1.4%, 1.1%
Cc1cccc(-c2nc3scc(CCNS(=O)(=O)c4ccc(Oc5ccccc5)cc4)n3n2)c1
    -2.8%, 1.2%, 7.3%, 17.6%, 2.2%, -0.7%, -1.1%
Cc1ccc(NC(=O)Cn2nc(C)c3nn(-c4ccc(Cl)cc4)c(C)c3c2=O)cc1F
    12.1%, ?, -14.9%, -0.1%, -4.3%, 8.4%, 0.1%
COc1ccc(NC(=O)CSC2=Nc3ccccc3C3=NC(CCC(=O)NC4CCCCC4)C(=O)N23)cc1Cl (stereo unspecified)
    1.0%, -9.6%, -34.5%, ?, -4.0%, -4.0%, 0.9%
